Source: PubChem BioAssay
S3 lipid droplet: qHTS Assay for Lipid Storage Modulators in Drosophila S3 Cells. Drosophila S3 cells, BODIPY lipid droplet fluorescence, 18-24 h; cells fed with added oleic acid. lipid storage change, negative = inhibition, % at the top dose, mostly 46.1 µM; hits show Potency in µM. actives 0.64% (n = 320,000); active means well fitted inhibition curve with a large enough effect in the signal ratio, with a control signal flat, not every such curve was filed as active; inconclusive means small, poorly fitted or top-dose-only effect, or effect the other way, or a change in a side signal; the % refers to the signal ratio
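Drosophila S3 cells got compounds at several concentrations plus oleic acid (400 uM solution). Laser-scanning cytometry with 488 nm excitation read lipid droplets at 500-530 nm and cells at 575-640 nm. Percent activity was relative to 20 uM Triacsin C.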
S3 lipid droplet cell count max: second read-out of S3 lipid droplet, no call of its own (marks repeat the call); cell number change, %; measured here: cell count max response;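 cells counted by Cell Tracker Red CMTPX staining in the red channel; peak over a dose series mostly up to 46.1 µM; percent activity relative to internal control wells on each plate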
Numbers without * were called inactive; i = inactive; ? = inconclusive; . = no result given. On the % scale 0 is the no-effect control and ±100 the full control effect; potency means the concentration at half of the fitted maximal effect. Some of the compounds tested; the hit share may differ from the screen's.

molecule	S3 lipid droplet	S3 lipid droplet cell count max
O=C1c2ccc3c4c(ccc(c24)C(=O)N1c1cccc(O)c1)C(=O)N(c1cccc(O)c1)C3=O	?	.
CCOc1ccc(CCNC(=O)Cn2ncn3nc(-c4ccc(OC)cc4)cc3c2=O)cc1	?	.
Nc1ccc(C(=O)OCc2nc3cc4ccccc4cc3[nH]2)cc1	?	.
COc1ccccc1CCNC(=O)C(=O)NCC1OCCN1S(=O)(=O)c1ccc(OC)c(OC)c1 (stereo unspecified)	1.4%	-21.6
COc1cccc(/C=C/C(=O)N2CCN(S(=O)(=O)c3ccccc3)CC2)c1OC	?	.
CCN1CCCc2cc(CN(CCN3CCOCC3)C(=S)Nc3cccc(OC)c3)ccc21	?	.
COc1ccc(S(=O)(=O)NCc2ccco2)c2ccccc12	?	.
Cc1cc(N/N=C/c2cccc(Cl)c2)nc(-n2nc(C)cc2C)n1	?	.
Cn1c(SCC(=O)Nc2ccc3nc(SCC(=O)NC4CC4)sc3c2)nnc1-c1ccccc1	-1.6%	-15.0
O=C(O)C1=C[C@H](c2coc3ccccc3c2=O)C[C@H](OCc2ccc(CO)cc2)O1	0.4%	1.7

Other entries:
molecule	S3 lipid droplet	S3 lipid droplet cell count max
Cc1cc(C)c(OCC(=O)Nc2nc3ccccc3[nH]2)c(C)c1	?	.
O=C(CSc1ccc2ccccc2n1)Nc1ccc(N2CCOCC2)cc1	?	.
CC1=NN(c2ccc(C(=O)O)c(N)c2)C(=O)C1	4.8%	17.4
CC(c1ccccc1F)n1cc(C(=O)NCc2ccncc2)nn1 (stereo unspecified)	i	22.7
Cc1oc2ccc(OCC(N)=O)cc2c1C(=O)OC(C)C	?	.
NC(=O)c1cn(-c2ccccc2)nc1-c1cc2ccccc2oc1=O	?	.
C[C@H](NC(=O)C1CC(=O)N(c2ccc(F)cc2)C1)C(=O)N1CCCCC1 (stereo partly specified)	?	.
O=C(OCC(=O)c1cccc2ccccc12)c1ccc(CO)cc1	?	.
CCOc1cc(CN2CCN(Cc3ccc(C)o3)C(CCO)C2)ccc1OC (stereo unspecified)	?	.
CCSC1=C(C#N)C(CC(C)C)C2=C(CCCC2=O)N1 (stereo unspecified)	?	.

Following part
molecule	S3 lipid droplet	S3 lipid droplet cell count max
CCCCC(=O)Nc1nnc(SCC(=O)NC2CCCC2)s1	2.8%	.
CCOc1ccccc1NC(=O)CCc1nnc2ccc(N3CCC4(CC3)OCCO4)nn12	?	.
CC1CCCC(NC(=O)COC(=O)c2cccc(S(=O)(=O)N3CCCCC3)c2)C1C (stereo unspecified)	?	.
O=C(NC1CCN(S(=O)(=O)c2cccc([N+](=O)[O-])c2)CC1)C1CCCCC1	?	.
COc1ccccc1NC(=O)c1ccc(C(=O)c2ccccc2)o1	-3.3%	-1.0
CC(=O)Nc1ccc(NC(=O)c2c(C)nn(-c3ccccc3)c2Cl)cc1C	8.1%	14.7
C=CCN(c1ccccc1)S(=O)(=O)c1cccc(C(=O)Nc2nnc(SCC)s2)c1	8.8%	21.0
O=C(O)c1cc(-c2ccc3c(c2)OCO3)nc2ccc(Cl)cc12	i	-2.9
O=C(O)Cc1ccc(NC(=O)Nc2cccc(Cl)c2)cc1	?	.
CCCNC(=O)CSCc1nc(-c2ccc(SC)cc2)oc1C	6.0%	10.2

Of the compounds above, these contain an NH in an aromatic ring.
molecule	S3 lipid droplet	S3 lipid droplet cell count max
Nc1ccc(C(=O)OCc2nc3cc4ccccc4cc3[nH]2)cc1	?	.
Cc1cc(C)c(OCC(=O)Nc2nc3ccccc3[nH]2)c(C)c1	?	.

Next section.
molecule	S3 lipid droplet	S3 lipid droplet cell count max
CC(=O)Nc1cccc(NC(=O)COC(=O)C2CC3CCCC(C2)C3=O)c1 (stereo unspecified)	i	.
COC(=O)C1=C(C)NC(=O)C1(NC(=O)c1cccnc1)C(F)(F)F (stereo unspecified)	3.9%	8.8
CCc1cccc2c(C(=O)COC(=O)c3ccc([N+](=O)[O-])s3)c[nH]c12	?	.
CCc1ccc(N(CC(=O)Nc2nc3ccc(C)cc3s2)S(=O)(=O)c2c(C)noc2C)cc1	?	.
O=C(Nc1ccc(-c2csc(Nc3ccc(Cl)cc3)n2)cc1)c1cc([N+](=O)[O-])cc(C(F)(F)F)c1	-6.9%	-4.6
O=C(NCCC(=O)N1CCN(Cc2c(F)cccc2Cl)CC1)c1ccc(Cl)cc1	?	.
O=C1CCC(C(=O)OC(C(=O)Nc2ccc([N+](=O)[O-])cc2Br)c2ccccc2)=NN1 (stereo unspecified)	15.4%	8.1
Cc1nn(-c2ccccc2)c(C)c1/C=C/C(=O)OCC(=O)Nc1ccc(C(N)=O)cc1	?	.
Cc1cccc(N(C)S(=O)(=O)c2c[nH]c3ccc([N+](=O)[O-])cc23)c1	2.59µM*	-6.2*
COc1ccc(C2NC(=O)NC(C)=C2C(=O)OCc2ccc3c(c2)OCO3)cc1OC (stereo unspecified)	?	.

Remaining list, next part
molecule	S3 lipid droplet	S3 lipid droplet cell count max
CC1(C)C(=O)C2(CCCCC2)C(=O)OC1c1cccn1-c1ccc([N+](=O)[O-])cc1 (stereo unspecified)	-12.5%	3.0
O=C(C1CCN(S(=O)(=O)c2ccc3ccccc3c2)CC1)N1CCN(c2ncccn2)CC1	?	.
O=C(/C=C/Nc1ccccc1)c1ccc(Oc2ncccn2)cc1	?	.
O=C(O)/C=C/c1ccc(-c2cccc(C(F)(F)F)c2)o1	7.5%	7.5
Cc1csc2nc(CNS(=O)(=O)c3ccc(-c4ccccc4)cc3)cn12	?	.
CCCN(CC(=O)Nc1cc(Cl)ccc1Cl)C(=O)c1ccc(N2CCCC2=O)cc1	26.5%	6.2
Cc1cc(C(=O)CN2C(=O)NC3(CCCCCC3)C2=O)c(C)n1C	?	.
CSc1nn(CCc2ccncc2)c(=S)s1	i	-16.2
COc1cc(OC)cc(-c2n[nH]c(=S)n2-c2ccc3c(c2)OCO3)c1	?	.
O=C(NC(=S)Nc1ccccc1[N+](=O)[O-])c1ccccc1Cl	?	.

The results go on:
molecule	S3 lipid droplet	S3 lipid droplet cell count max
CCOC(=O)CN1C(=O)C(Sc2n[nH]c(-c3ccc(C)cc3)n2)CCc2ccccc21 (stereo unspecified)	-16.0%	-13.4
O=C(c1ccc(Cl)c([N+](=O)[O-])c1)N1CCN(Cc2ccc3c(c2)OCO3)CC1	5.1%	5.4
c1ccc(CCc2nn3c(Cn4cnc5ccccc54)nnc3s2)cc1	i	.
c1cnc(Oc2ccc3oc4ccccc4c3c2)nc1	i	.
CCOC(=O)c1c(NC(=O)CN2CCN(C(=O)c3ccco3)CC2)sc(C(N)=O)c1C	?	.
CCn1c(C)c2c([n+]1CC)CC(C)(C)CC2=O	?	.
CCCN(CC1CC1)C(=O)CSc1nnc(-c2ccco2)n1N	6.7%	6.5
Cc1ccc(-c2csc(/C(C#N)=C/Nc3ccc4c(c3)OCCO4)n2)cc1	?	.
Oc1ccccc1-c1cncn1Cc1ccccc1	?	.
Cc1ccc(N2C(=O)CC(NCC3CCCO3)C2=O)cc1 (stereo unspecified)	-5.0%	3.2

Going on with the list:
molecule	S3 lipid droplet	S3 lipid droplet cell count max
NS(=O)(=O)c1ccc(CCNC(=O)c2ccc3nc4ccc(Cl)cc4c(=O)n3c2)cc1	-14.2%	-21.6
CC(C)(C)C(=O)Nc1cc2c3c(c1)CCC(=O)N3CCC2	i	.
COc1ccc(C(=O)c2sc(Nc3ccc(NC(C)=O)cc3)nc2C)cc1	?	.
COc1ccc(NC(=O)Cc2cccs2)c(OC)c1	19.6%	-12.6
Cc1c(C(=O)Nc2cccc(N(C)S(C)(=O)=O)c2)cccc1[N+](=O)[O-]	2.8%	6.2
C=CCN=C1CC(C)(C)CC(=O)/C1=C(/O)CCC(=O)OC	13.0%	4.8
O=C(CCn1c(=O)oc2ccccc21)NCc1cccs1	3.2%	-1.1
FC(F)(F)c1cc(NCc2cccs2)n2ncnc2n1	?	.
O=C(C1CCN(S(=O)(=O)c2ccccc2)CC1)N1CCN(Cc2ccc3c(c2)OCO3)CC1	?	.
O=c1[nH]c(N2CCN(Cc3ccccc3)CC2)nc2c1CCC2	13.1%	3.2

The results go on.
molecule	S3 lipid droplet	S3 lipid droplet cell count max
CCCc1cc(C(=O)NCc2ccco2)no1	?	.
COCCC(=O)N1CCCC(N2CCN(c3ccc(F)cc3)CC2)C1 (stereo unspecified)	-9.3%	8.5
O=C(CNCc1ccccc1)Nc1ccc(Oc2ccccc2)cc1	?	.
CC(=O)NNc1[nH]c2c(c(=O)c1[N+](=O)[O-])c(=O)n(C)c(=O)n2C	-5.9%	-5.1
O=C(Nc1ccc2c(c1)C(=O)OC2)Nc1cccc2ccccc12	?	.
C/C(=C\c1ccccc1F)C1Nc2cccc3cccc(c23)N1	?	.
O=C(CC(=O)Nc1ccc(Cl)cc1Cl)Nc1ccc(Cl)cc1Cl	-17.9%	2.4
Cc1[nH]c2ccccc2c1C(=O)NS(=O)(=O)Nc1ccc(F)cc1	?	.
Cc1cccc(N(C(=O)CNC(=O)c2ccco2)C(C(=O)NC2CCCC2)c2cccnc2)c1C (stereo unspecified)	?	.
CC1(C)Cc2ccccc2-c2nnc(-c3ccccn3)n21	7.2%	-9.9

Later entries:
molecule	S3 lipid droplet	S3 lipid droplet cell count max
COc1ccc(COc2cc(-c3cccc(OC)c3)nc3ccc(NC(=O)c4ccc(Cl)cc4)cc23)cc1	29.6%	14.0
COc1ccccc1C(=O)NCc1ccc(-c2nc3ccccc3s2)cc1	?	.
CCCOc1cccc(C(=O)N/N=C/c2ccoc2)c1	-6.9%	14.1
O=C(Cn1nc(-c2ccccc2)oc1=O)OCC(=O)c1ccc(F)c(F)c1	?	.
O=C(NN1C(=O)c2ccccc2C1=O)C1CCCCC1	1.5%	9.4
CC(C)(C)OC(=O)[C@H](Cc1ccccc1)NC(=O)c1nc[nH]c1C(=O)N[C@@H](Cc1ccccc1)C(=O)OC(C)(C)C	8.6%	-9.7
COC(=O)C(C)n1cnc2c(nnn2-c2ccc(C)cc2)c1=O (stereo unspecified)	?	.
CC1(C)CC(=O)C(CC2=C(N)CC(C)(C)CC2=O)=C(N)C1	?	.
COc1ccccc1Nc1ccc(C(=O)NC2CCCCC2)cn1	i	.
O=C(CSc1nc2ccccc2c(=O)n1CC1CCCO1)Nc1ccccc1 (stereo unspecified)	?	.

Next part
molecule	S3 lipid droplet	S3 lipid droplet cell count max
CCOC(=O)N1CCN(Cc2nc3cc(NC(=O)c4cccs4)ccc3n2CC)CC1	i	-5.0
COc1ccc(Br)c(C(=O)OCC(=O)NC2CC2)c1	?	.
CCCn1c(CN2CCN(c3cccc(Cl)c3)CC2)nc2c1c(=O)n(C)c(=O)n2C	?	.
COc1ccc(C(=O)Nc2nc3ccccc3s2)cc1	?	.
COc1ccc(NS(=O)(=O)c2cc3c(cc2C)N(C)CCO3)cc1	?	.
O=C(COC(=O)CC1SC(N2CCCC2)=NC1=O)Nc1c(F)c(F)c(F)c(F)c1F (stereo unspecified)	7.2%	-20.1
COc1cc(/C=C/C(=O)O)cc(S(=O)(=O)N2CCc3ccccc3C2)c1OC	?	.
c1ccc(-c2nc3ccccc3o2)nc1	3.1%	14.7
O=C(NCCc1c[nH]c2ccccc12)c1ccc(S(=O)(=O)NCc2ccco2)cc1	?	.
Cc1ccc(-n2c(SCC(=O)Nc3ccc4c(c3)OCO4)nnc2-c2ccccn2)cc1	?	.

(more compounds)
molecule	S3 lipid droplet	S3 lipid droplet cell count max
CC1=C(C/C=C(\C)CCCC(C)CCCC(C)CCCC(C)C)C(=O)c2ccccc2C1=O (stereo unspecified)	9.3%	14.4
CCCCn1c(N)c(N(CC)C(=O)c2cc(CC)c(C)s2)c(=O)[nH]c1=O	?	.
C/C(=N\Nc1ccc(Cl)c(Cl)c1)c1ccc(-n2ccnc2)cc1	?	.
COc1ccc(-c2nnc(SCC(=O)N3CCCc4ccccc43)o2)cc1OC	7.2%	18.0
Cc1ccc(-n2c(SCC(=O)Nc3cccc(S(N)(=O)=O)c3)nc3ccccc32)cc1	?	.
Cc1ccc(N=Nc2cc(C)ccc2O)c(C)c1	?	.
Cc1ccc(NC(=O)N(Cc2nc3ccccc3c(=O)[nH]2)Cc2cccs2)cc1	-2.8%	-14.6
CCCCNC(=O)CCNS(=O)(=O)c1ccc(Br)cc1	?	.
CCOC(=O)CSc1nc2ccc(S(=O)(=O)N3CCOCC3)cc2[nH]1	?	.
CCn1c(=O)n(CC)c2cc(N3CCCC3)c(NC(=O)c3cccc(OC)c3)cc21	?	.

Next part:
molecule	S3 lipid droplet	S3 lipid droplet cell count max
O=C(NCCCn1ccnc1)c1ccc2nccnc2c1	7.8%	10.3
CC(C)(C)NC(=O)C(Cc1ccccc1)NS(=O)(=O)c1cccc2nsnc12 (stereo unspecified)	?	.
O=C(CSc1nncn1-c1ccccc1)NCc1cccs1	?	.
CC1(C)OC(C(O)(c2ccccc2)c2ccccc2)[C@@H](C(O)(c2ccccc2)c2ccccc2)O1 (stereo partly specified)	18.8%	24.0
COc1ccccc1-n1cc(-c2ccc(Br)cc2)[nH]c1=S	-15.7%	-17.6
CCOc1cc(CNC(C)(C)C)ccc1OCC(=O)Nc1cccc(C(F)(F)F)c1	?	.
CC1N(C(=O)N2CCOCC2)CCN1S(=O)(=O)c1ccc(Cl)cc1 (stereo unspecified)	?	.
CN(C)c1ccc(S(=O)(=O)NCC(=O)OCC(=O)NC(=O)C2CCCCC2)cc1[N+](=O)[O-]	11.3%	0.9
CCOC(=O)c1c(C)nn(-c2ncccc2NC(=O)CCC(=O)O)c1C	2.8%	16.1
